RXFP1 agonist = agonists of human relaxin receptor RXFP1. Q9HBX9. HEK293T-RXFP1 cAMP TR-FRET, 30 min; response scale: percent of porcine relaxin response, buffer zero. Potency, µM (series often up to 57.5 µM), inactives show at the highest dose activation, hits mostly activators. 0.3% of 370,000 active; also: potency is read from the fitted curve at half-maximal effect; % is scaled to controls: 0 for no effect and ±100 for the full control effect; nearly all actives have a fitted effect of over 60% in size; many of its hits are not listed in these tables
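HEK293T cells stably expressing RXFP1 were pretreated with the PDE4 inhibitor Ro 20174, exposed to compounds for 30 min at 37C, lysed, and cAMP was read by TR-FRET. Data normalized to buffer (basal) and 29 nM porcine relaxin (100%).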
D2 potentiator = positively modulates the human D2 dopamine receptor allosterically. P14416. HEK293 T-REx D2, calcium flux, EC20 dopamine potentiation. potentiation, % at 10 µM. 0.34% of 340,000 active. AID 485347;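 active = potentiation over 3 SD above the plate norm, cut at about 30% in these data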; also: 0% is about no effect
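Calcium flux readout, no-wash dye, 1 read/s. Inducible HEK293 Trex D2 line, overnight 30 C. Compound alone 180 s (agonist flags), then EC20 dopamine, another 180 s to score potentiation.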
Vif-A3F inh = inhibitors of Vif-A3F interaction. Potency, µM (highest dose often 46.1 µM), for the others: at the highest dose activity, negative = active. AID 602313. 0.2% of 390,000 active. HeLa A3F-eYFP + Vif (tagged APOBEC3F with the HIV-1 protein that degrades it), YFP fluorescence increase; also: potency is read from the fitted curve at half-maximal effect; % of control where 0% means no effect; nearly all actives have a fitted effect of over 65% in size
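HeLa cells stably expressing A3F-eYFP plus Vif, plated and incubated overnight at 37 deg C, then exposed to compounds overnight at 37 deg C. Blocked degradation read as raised yellow fluorescence (Ex 488/Em 500-530).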
D1 PAM = human D1 dopamine receptor positive modulation; P21728; potentiation, % at 10 µM; 0.036% of 360,000 active; HEK293 TREx D1 cells, calcium flux, dopamine EC20 potentiation; in the data active = potentiation above about 30%; also: 0% is about no effect
Target sequence (P21728 whole entry, looked up): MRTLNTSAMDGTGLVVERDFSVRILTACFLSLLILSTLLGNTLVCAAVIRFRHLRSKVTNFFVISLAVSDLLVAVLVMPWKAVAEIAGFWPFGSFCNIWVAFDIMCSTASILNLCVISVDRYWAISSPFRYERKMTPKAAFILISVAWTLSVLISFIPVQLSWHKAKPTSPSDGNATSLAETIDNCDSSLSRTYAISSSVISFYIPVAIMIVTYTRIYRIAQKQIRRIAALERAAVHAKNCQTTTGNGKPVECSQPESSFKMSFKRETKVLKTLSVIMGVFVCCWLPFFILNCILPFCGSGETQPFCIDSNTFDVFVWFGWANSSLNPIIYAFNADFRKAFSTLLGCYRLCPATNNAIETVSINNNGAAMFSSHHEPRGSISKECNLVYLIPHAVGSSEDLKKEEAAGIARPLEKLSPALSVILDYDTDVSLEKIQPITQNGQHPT
LDHA block = LDHA (human) enzyme inhibition; purified LDHA, NADH/diaphorase-resazurin fluorescence; hits give low values; 0.15% of 480,000 active; P00338; activity change, % (values are at about 110 or 230 µM); in the data active = activity change below about -30%; inconclusive = mostly about -25% to -30%;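 also: plate controls were DMSO wells for no effect and wells without enzyme for full effect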
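Human LDH5 at 2 nM final in Tris HCl pH 7.4 with 0.06 mM NADH and 0.2 mM pyruvate, reacted 5 minutes at room temperature. Remaining NADH coupled via diaphorase/resazurin; resorufin fluorescence read at 0 and 20 minutes, normalized to enzyme-free and DMSO wells.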
D1 ag = agonists of human D1 dopamine receptor; activation, % at 2 µM; P21728; 1% of 360,000 active; HEK293 T-REx D1 cells, calcium flux, agonist mode; AID 504660; in the data active = activation above about 30%; also: 0% is about no effect
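Inducible HEK293 T-REx D1 cells, force-coupled to calcium signalling, were plated at 4000 cells/well with tetracycline and held overnight at 30 C. After no-wash calcium dye loading, compound-evoked calcium rise over 180 s flagged agonists.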
Vif-APOBEC3G blk = Vif-A3G binding inhibition | Q9HC16 | HeLa A3G-eYFP + Vif (tagged APOBEC3G with the HIV-1 protein that degrades it), YFP fluorescence, overnight | Potency, µM (highest dose often 46.1 µM), without a hit: at the top dose activity, negative = active, usual class: inhibitors | 0.076% of 410,000 active | AID 602310;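 also: potency is read from the fitted curve at half-maximal effect; % is scaled to controls: 0 for no effect and ±100 for the full control effect; nearly all actives have a fitted effect of over 60% in size; hits raise eYFP signal because A3G escapes Vif-driven loss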
Target sequence (Q9HC16 whole entry, looked up): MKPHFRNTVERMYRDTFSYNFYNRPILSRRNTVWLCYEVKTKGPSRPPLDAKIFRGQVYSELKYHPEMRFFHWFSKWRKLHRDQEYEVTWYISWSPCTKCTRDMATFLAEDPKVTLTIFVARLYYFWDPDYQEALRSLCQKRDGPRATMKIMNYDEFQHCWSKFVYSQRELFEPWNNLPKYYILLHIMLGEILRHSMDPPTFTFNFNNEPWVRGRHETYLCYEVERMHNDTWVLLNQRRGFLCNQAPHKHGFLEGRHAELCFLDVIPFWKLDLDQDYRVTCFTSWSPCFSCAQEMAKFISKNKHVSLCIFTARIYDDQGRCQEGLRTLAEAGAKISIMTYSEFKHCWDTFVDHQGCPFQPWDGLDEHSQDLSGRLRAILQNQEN
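HeLa cells stably expressing Vif and C-terminally eYFP-tagged A3G, seeded overnight at 37 deg C, then exposed to compound by pintool overnight at 37 deg C. Rise in yellow fluorescence (Ex 488/Em 500-530, Acumen) marks blocked Vif-driven A3G degradation.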
Glioma ERSR ind = ER stress response induction in glioma. U87-MG GRP78 promoter luciferase reporter, 16 h. Potency, µM, without a hit: at the highest dose activation, hits mostly activators. 0.02% of 420,000 active. AID 602332; also: potency is read from the fitted curve at half-maximal effect; series mostly up to about 76 µM; % of control where 0% means no effect; nearly all actives have a fitted effect of over 35% in size
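Stably transfected U87-MG glioma cells carrying a GRP78-based luciferase sensor; 16 h compound incubation. Luminescence end-point read 10 min after Bright-Glo addition at room temperature.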
D1 antag = human D1 dopamine receptor antagonism | P21728 | HEK293 TREx D1 cells, calcium flux, dopamine EC80; hits give low values | activity change, negative = inhibition, % at 10 µM | 3.2% of 360,000 active | AID 504652; in the data active = activity change below about -30%; also: % is scaled to controls: 0 for no effect and ±100 for the full control effect
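HEK293 T-REx cells expressing inducible, force-coupled D1 receptor; no-wash Ca dye, 30–90 min RT. Cmpd → 180 s read at 1 Hz → EC80 DA → 180 s read.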
* hit, by the source's call; ? = inconclusive; · = no result given; & = joins results of further samples. Unless noted, calls follow the shape of the dose curve; as a rule, active = well fitted curve in the direction sought with a large enough effect; inconclusive = small, poorly fitted or top-dose-only effect, or another doubt; inactive = no such curve, though single readings can be large; an effect the other way counts as inactive or inconclusive. An excerpt. The share of hits here may be higher or lower than overall.

SMILES	RXFP1 agonist	D2 potentiator	Vif-A3F inh	D1 PAM	LDHA block	D1 ag	Vif-APOBEC3G blk	Glioma ERSR ind	D1 antag
CCNC(=S)/N=C(/Nc1ccc(OC)cc1)Nc1nc(C)cc(C)n1	11%	-1	11%	-2	-4	0	2%	-1%	4
O=C(Nc1ccc(Cl)cn1)c1ccccc1-c1ccccc1	·	·	0%	·	-4	·	-1%	-2%	·
COC(=O)c1ccccc1NC(=O)n1cc(C)cn1	1.9%	-9	-9%	-4	-6	3	0%	0%	7
Cc1ccn2c(Cc3ccccc3)c(-c3ccc(Br)cc3)nc2c1	·	·	-13%	·	4	·	?	1%	·
CC(C)=CCCC(C)N(C=O)C(C)CCC=C(C)C (stereo not given)	·	·	6%	·	-3	·	0%	-4%	·
O=C(COC(=O)c1cccnc1Cl)Nc1nc(-c2ccccc2)cs1	-1.2%	3	3%	-8	0	4	-6%	4%	-9
Cc1nn(C)c(C)c1N1C(=O)c2cccc3c(Br)ccc(c23)C1=O	21%	7	-18%	-16	-2	13	5%	-8%	-25
Cc1ccccc1N(CC(=O)N/N=C/c1ccc(F)cc1)C(=O)c1ccccc1	0.0%	4	-5%	-1	0	1	0%	0%	·
CNC[C@H]1Oc2c(NC(=O)C3CCCCC3)cccc2C(=O)N([C@H](C)CO)C[C@@H]1C	·	·	-3%	·	0	·	2%	-7%	·
CCOC(=O)N1CCC(NC(=O)c2ccc3c(c2)N=C(CC)c2cc(C)ccc2S3)CC1	0.4%	5	2%	1	1	6	?	-4%	-4
Cc1ccc(CNC(=O)CSc2ccc(-c3sc(-c4ccccc4)nc3C)nn2)cc1	-1.2%	-4	4%	-3	-6	-1	0%	-2%	-1
CC(C)CC1C(=O)N(Cc2cn(CC3CCCCC3)nn2)CCS(=O)(=O)N1Cc1ccc(-c2ccc(F)nc2)cc1 (stereo not given)	·	·	-2%	·	1	·	-12%	-2%	·
CCC1=C2CC[C@H]3C(=O)N(CC)C(=O)[C@H]3[C@H]2[C@@]2(Cc3ccccc3)C(=O)N(Cc3ccccc3)C(=O)N2C1=O	1.5%	13	1%	2	-1	1	0%	-1%	15
CCC1CCCCN1CCCNC(=O)c1ccc2c(c1)N(Cc1ccccc1F)C(=O)c1ccccc1S2(=O)=O (stereo not given)	0.1%	10	-7%	-4	-3	6	?	-7%	2
c1ccc(Nc2ccccn2)nc1	0.9%	-16	-12%	-1	-9	0	-6%	1%	13
COc1ccc(OC(=O)CCCN2C(=O)c3ccccc3C2=O)cc1	2.0%	9	-1%	-6	-7	3	2%	-6%	3
CCOC(=O)CSc1nc2cc(C(=O)N3CCC(C(N)=O)CC3)ccc2c(=O)n1-c1ccccc1	0.5%	13	-3%	4	-1	6	4%	-3%	6
CC(C)c1ccccc1	-0.1%	4	1%	2	-10	0	-2%	-1%	·
COc1ccc(OC)c(CCNC(=O)CCC(=O)N2CCOc3ccc(C)cc32)c1	2.0%	-9	-3%	-3	-2	0	1%	-4%	9
CC(Sc1nnnn1C)C(=O)Nc1nc(-c2ccc(F)c(F)c2)cs1 (stereo not given)	-3.0%	14	-1%	-5	-3	10	-5%	1%	-27
CCOC(=O)N1CCN(C(=O)CNC(=O)C23CC4CC(CC(C4)C2)C3)CC1	-2.0%	12	7%	-3	-4	3	0%	-6%	-3
CC(=O)C1(C)N(O)C(C)(C)C(c2ccco2)=[N+]1[O-] (stereo not given)	2.9%	-3	1%	-4	-1	3	-4%	-2%	-2
O=C(COC(=O)c1cc(=O)[nH]c2ccccc12)NCc1ccccc1	·	·	3%	·	-2	·	2%	-3%	·
COc1ccc2c(c1)-c1ccccc1S(=O)(=O)N2C	0.0%	-18	-5%	-9	4	0	-1%	0%	-9
CC(=O)N1N=C(c2ccc(C)cc2)CC1c1ccco1 (stereo not given)	-0.4%	7	16%	-1	0	-3	4%	8%	·
Next section.
SMILES	RXFP1 agonist	D2 potentiator	Vif-A3F inh	D1 PAM	LDHA block	D1 ag	Vif-APOBEC3G blk	Glioma ERSR ind	D1 antag
CC1Cc2cc(S(=O)(=O)NCCC(=O)N(C)Cc3ccccc3)ccc2N1C(=O)C1CC1 (stereo not given)	-0.1%	-9	7%	-9	-3	6	1%	-3%	-13
O=C(NCCN1CCOCC1)c1cc(-c2cccc(Cl)c2)on1	-0.5%	-1	-24%	-4	-5	2	1%	8%	-3
C=CCn1c(SCC(=O)Nc2ncc(Cc3ccc(C)c(Cl)c3)s2)nnc1-c1ccncc1	-0.5%	15	16%	5	-6	0	-15%	-4%	16
CCn1c2ccccc2c2cc(NC(=O)c3cccc(OC)c3)ccc21	1.3%	1	-8%	3	7	0	-22%	5%	5
CC(C)c1nnc(NC(=O)COc2ccc3ccccc3c2)s1	3.2%	·	1%	7	-5	7	-3%	-2%	-2
CC(=O)c1c(C)[nH]c(C(=O)OCC(=O)N(Cc2ccccc2)C(C)(C)C)c1C	0.9%	0	?	-2	0	0	-7%	-2%	-5
CCc1nn2c(=O)cc(COc3ccc(/C=C4\C(=N)N5N=C(C)SC5=NC4=O)cc3)nc2s1	8.7%	·	-5%	10	0	0	2%	-3%	-1
COc1cccc(CNC(=O)CCc2c(C)nc3c4c(C)cc(C)nc4nn3c2C)c1	-0.4%	4	·	-3	-7	-2	·	·	-1
COc1ccc([C@H]2C[C@@H](O)[C@H](n3cc(C4CC4)nn3)CN2C(=O)C2CCCCC2)cc1	·	·	-14%	·	-8	·	2%	-4%	·
Cc1cccc2cc(COC(=O)c3cccs3)c(=O)[nH]c12	3.2%	8	-9%	-2	-1&-1	2	-5%	-4%	8
COc1ccc(/C=C/C(=O)N[C@H](C(=O)O)C(C)C)cc1	-1.5%	2	9%	-3	-3	2	-3%	-3%	3
Cc1ccc(CSc2nc3ccc(NC(=O)COc4ccccc4F)cc3s2)cc1	0.4%	-14	-10%	-1	-1	7	2%	1%	-1
COc1ccc(C(=O)NCC(c2ccco2)N2CCCCC2)cc1S(=O)(=O)Nc1ccc(C)cc1 (stereo not given)	·	·	?	·	-5	·	3%	-3%	·
Cc1ccc(NC(=O)CSc2nc(O)cc(=O)n2-c2ccc(C)cc2)cc1	1.6%	-6	7%	3	-2	6	2%	-1%	-1
Cc1cccc(NC(=O)c2sc(NC(=O)COc3ccccc3)c(C#N)c2C)c1C	5.4%	0	-9%	-6	-4	1	-7%	-3%	-3
COc1ccc(S(=O)(=O)N2CCN(Cc3ccccc3[N+](=O)[O-])CC2)cc1	·	·	7%	·	-21	·	0%	-7%	·
COc1cccc(N2CCN(C(=O)C3CCN(S(=O)(=O)c4cn(C)cn4)CC3)CC2)c1	-2.2%	6	5%	0	9	0	8%	-1%	-6
Cc1ccc(OCC(=O)Nc2ccccc2C(=O)OCc2cc(=O)n3ccsc3n2)cc1C	?	6	-7%	2	-6	0	3%	-4%	4
NC(=O)c1c(NC(=O)c2ccccc2)sc2c1CCC2	6.0%	3	2%	1	-1	4	-14%	?	15
CC(C)COC(=O)COc1cc(Cl)c(Cl)cc1Cl	2.8%	-4	·	-1	·	2	·	·	·
O=C(Cn1c(=O)n(CCCS(=O)(=O)C2CCCCC2)c(=O)c2ccccc21)Nc1ccccc1F	·	1	-22%	-1	-8	1	2%	-3%	-3
Cc1ccc(NC(=O)Cc2nc(COC(=O)Cc3cccc(C(F)(F)F)c3)cs2)cc1	0.0%	-4	1%	-4	2	2	1%	2%	-5
CC1CCCN(CCCOc2ccc([N+](=O)[O-])cc2)C1 (stereo not given)	1.3%	-6	-12%	1	-10	3	-1%	1%	-1
CC(=O)c1cccc(NC(=O)c2c(C)nn(-c3ccc(F)cc3)c2-n2cccc2)c1	2.0%	2	-1%	0	0	3	-1%	-3%	0
CCOC(=O)Cc1csc(NC(=O)/C=C\c2ccccc2Cl)n1	0.7%	6	-2%	0	0	2	0%	-1%	-6

An excerpt of these results, with bars between the fields:
Molecule | RXFP1 agonist | D2 potentiator | Vif-A3F inh | D1 PAM | LDHA block | D1 ag | Vif-APOBEC3G blk | Glioma ERSR ind | D1 antag
NC(=O)c1c(NC(=O)c2ccccc2)sc2c1CCC2 | 6.0% | 3 | 2% | 1 | -1 | 4 | -14% | ? | 15
CC(C)COC(=O)COc1cc(Cl)c(Cl)cc1Cl | 2.8% | -4 | · | -1 | · | 2 | · | · | ·
O=C(Cn1c(=O)n(CCCS(=O)(=O)C2CCCCC2)c(=O)c2ccccc21)Nc1ccccc1F | · | 1 | -22% | -1 | -8 | 1 | 2% | -3% | -3
Cc1ccc(NC(=O)Cc2nc(COC(=O)Cc3cccc(C(F)(F)F)c3)cs2)cc1 | 0.0% | -4 | 1% | -4 | 2 | 2 | 1% | 2% | -5

New compounds follow
SMILES	RXFP1 agonist	D2 potentiator	Vif-A3F inh	D1 PAM	LDHA block	D1 ag	Vif-APOBEC3G blk	Glioma ERSR ind	D1 antag
COc1ccc(NC(=O)CNc2cc(C)ccc2C)cc1S(=O)(=O)N1CCOCC1	1.9%	-3	3%	-1	-3	0	2%	-2%	-11
O=C(O)c1ccc(CSc2nc3cccnc3n2Cc2cccc(F)c2)cc1	0.7%	2	-14%	4	-6	-1	4%	4%	-1
Cc1csc(CN(C)C(=O)CC2C(=O)NCCN2Cc2ccc(Cl)c(F)c2)n1 (stereo not given)	0.2%	-11	-24%	10	1	6	-1%	17%	-13
O=C(c1ccccc1F)N1CCN(c2ccccc2)CC1	0.5%	5	-12%	1	-3	1	2%	-5%	-1
COc1ccc(C(=O)NCC(c2ccc(N(C)C)cc2)N2CCc3ccccc32)cc1OC (stereo not given)	0.0%	-1	2%	0	2	3	4%	-3%	-1
Nc1nnc(CC(=O)N/N=C/c2ccc(-c3ccccc3)o2)s1	0.6%	-3	2%	-9	-4	0	-14%	5%	1
Cc1ccc(CSCCNS(=O)(=O)c2ccccc2)cc1	2.9%	7	4%	-5	-3	2	0%	0%	4
CCOC(=O)CC(NC(=O)CCS(=O)(=O)c1ccc2c(c1)n(C)c(=O)c(=O)n2C)c1ccc(C)cc1 (stereo not given)	8.1%	-7	4%	-7	-2	2	0%	-2%	3
Cc1cc(C)nc(Nc2cccc3ccccc23)n1	0.1%	16	0%	-1	-2	1	-1%	0%	-4
Nc1ccc2c(O)cc(S(=O)(=O)O)cc2c1	·	·	1%	·	27	·	9%	-3%	·

Source: PubChem BioAssay
